Rev-RRE block: HIV-1 Rev-RRE binding inhibitors, primary screen, biochemical, FRET, protein-RNA interaction; P05866; Rev peptide-RRE RNA binding; inhibition, % at 8 µM; actives 0.79% (n = 97,000);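 active means inhibition above the screen-wide mean plus 3 SD, cut at about 35% in these data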;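 further: 0% = median DMSO wells and 100% = median Neomycin B control wells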
Target sequence (P05866 whole entry, looked up): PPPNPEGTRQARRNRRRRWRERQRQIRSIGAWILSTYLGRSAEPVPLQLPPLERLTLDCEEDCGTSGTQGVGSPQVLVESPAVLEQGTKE
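Probe or stimulus: fluorescein-Rev peptide as binding partner; assay system: Cy5-tagged RRE RNA duplex with fluorescein-tagged Rev peptide; timing: 5 min compound–RNA preincubation, then 15 min with peptide, 25 °C; medium: HEPES pH 7.5 buffer with KCl, MgCl2, NaCl and EDTA; signal: fluorescein-to-Cy5 FRET, 480 nm excitation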
PTPN22 inh 2: PTPN22 phosphatase inhibitors, primary screen, biochemical, DiFMUP fluorescence, 2 µM. inhibition, % at 2 µM. actives 0.21% (n = 96,000). recombinant LYP catalytic domain;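 active means inhibition at 2 µM at or above a set limit, the screen mean plus 3 SD, cut at about 24% in these data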;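 further: 0% = DMSO with enzyme and 100% = enzyme fully blocked by orthovanadate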
Target sequence (Q9Y2R2 whole entry, looked up, the tested form may be a part): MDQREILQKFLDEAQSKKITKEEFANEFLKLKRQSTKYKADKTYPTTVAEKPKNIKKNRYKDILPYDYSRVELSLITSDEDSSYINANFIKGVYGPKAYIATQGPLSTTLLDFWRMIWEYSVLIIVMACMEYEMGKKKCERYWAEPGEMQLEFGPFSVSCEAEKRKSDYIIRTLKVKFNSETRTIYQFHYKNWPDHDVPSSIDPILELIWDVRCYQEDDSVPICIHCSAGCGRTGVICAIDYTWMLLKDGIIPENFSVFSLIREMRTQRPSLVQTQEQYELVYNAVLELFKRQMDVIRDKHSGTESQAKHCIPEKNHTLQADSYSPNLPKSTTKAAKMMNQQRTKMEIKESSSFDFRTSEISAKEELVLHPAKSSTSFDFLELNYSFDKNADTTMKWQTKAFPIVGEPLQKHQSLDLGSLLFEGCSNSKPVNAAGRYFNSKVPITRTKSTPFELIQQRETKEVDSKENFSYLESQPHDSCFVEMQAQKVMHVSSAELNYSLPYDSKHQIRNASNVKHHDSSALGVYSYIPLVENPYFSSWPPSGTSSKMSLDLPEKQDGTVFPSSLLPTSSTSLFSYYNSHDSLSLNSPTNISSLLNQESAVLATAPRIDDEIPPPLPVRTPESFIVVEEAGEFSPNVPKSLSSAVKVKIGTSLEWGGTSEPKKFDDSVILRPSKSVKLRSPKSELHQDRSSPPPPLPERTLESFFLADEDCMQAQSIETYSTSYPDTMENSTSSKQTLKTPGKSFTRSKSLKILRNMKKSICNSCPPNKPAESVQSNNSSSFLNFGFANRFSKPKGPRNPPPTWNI
PLK1 PBD inh: Plk1 polo box domain binding inhibitors, primary screen, biochemical, fluorescence polarization; Serine/threonine-protein kinase PLK1 (Homo sapiens), P53350; Plk1 PBD phosphopeptide binding; inhibition, %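 (tested at about 20 µM)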; actives 0.13% (n = 97,000); AID 693, 2007; in the data active means inhibition above about 34%, passing the limit was not always enough
CYP2C9 inhib: blockers of cytochrome P450 2C9 activity – biochemical, luminescence, ADME assay, primary screen | inhibition, % at 5 µM | actives 20% (n = 96,000) | CYP2C9 Supersomes, luciferin-H conversion;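 active means blocking of liver enzyme CYP2C9 beyond about 50% at 5 µM, limit read from the data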; further: values of inactives mirror those of a sister screen read the other way
CYP2C9 act: human CYP2C9 activators, primary screen, biochemical, luminescence. Cytochrome P450 2C9 (Homo sapiens), P11712. recombinant CYP2C9, luciferin-H conversion; active compounds read high; factor 1 = untreated enzyme, 0 = blocked. activation factor at 5 µM. actives 1.4% (n = 96,000). AID 1024, 2008;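 active means activation factor of 2 or more for CYP2C9 at a 5 µM dose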;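 further: 0 = sulfaphenazole-blocked wells and 1 = vehicle-only wells; values of inactives mirror those of a sister screen read the other way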
Candida biofilm: clotrimazole potentiators killing Candida biofilms, primary screen, with clotrimazole, Alamar Blue; C. albicans biofilm + clotrimazole; inhibition, % at 6 µM; actives 0.14% (n = 85,000); AID 834, 2007;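 active means inhibition above 20%; inactive means inhibition below 20%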;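 further: preformed 24 hr biofilms exposed to compound for 48 hr; 0% = biofilm without compound and 100% = blank killed by clotrimazole plus chlorhexidine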
EphB4 antag: EphB4-ephrin-B2 interaction antagonists, primary screen, biochemical, TNYL-RAW peptide probe, fluorescence polarization; EphB4 LBD / TNYL-RAW-Alexa532 peptide; actives 0.15% (n = 97,000); inhibition, % at 7 µM;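 active means inhibition above the screen-wide mean inhibition plus 3 SD, cut at about 15% in these data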;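 further: 0% = DMSO wells and 100% = excess unlabeled TNYL-RAW peptide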
LYP act: LYP phosphatase activators, primary screen, biochemical, DiFMUP fluorescence, 2 µM; Tyrosine-protein phosphatase non-receptor type 22 (Homo sapiens), Q9Y2R2; recombinant LYP; 0 = plate median, 100 = signal doubled; activation, % at 2 µM; actives 0.11% (n = 96,000); AID 697, 2007;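 active means activation at 2 µM above a set limit, the mean plus 5 SD, cut at about 37% in these data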
PLK1 kinase inh: human PLK1 kinase inhibitors, primary screen, biochemical, TR-FRET. recombinant PLK1 kinase, TR-FRET peptide phosphorylation. Serine/threonine-protein kinase PLK1 (Homo sapiens), P53350. inhibition, % at 10 µM. actives 0.53% (n = 97,000);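 active means inhibition of 50% or more in the single-concentration screen; inactive means inhibition below 50%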;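 further: 0% = DMSO max control and 100% = H-89 dihydrochloride min control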
Starred values were filed as active, the others as inactive; . = not tested or not shown; [ ] = remark or other dose.

SMILES	Rev-RRE block	PTPN22 inh 2	PLK1 PBD inh	CYP2C9 inhib	CYP2C9 act	Candida biofilm	EphB4 antag	LYP act	PLK1 kinase inh
c1ccc2c(c1)oc1c(Nc3ccc4c(c3)OCO4)ncnc12	3	-11	-37	45	0.6	-4	-10	10	-2
CCCOc1ccc2c(=O)c(-c3cc(C(=O)OC)oc3C)c(C)oc2c1	5	-2	-20	48	0.5	.	4	8	-3
COC(=O)c1ccccc1NC(=O)c1ccc(-c2cccc(Cl)c2)o1	17	8	9	6	0.9	-3	0	-8	-15
Cc1cccc(-c2nnc3sc(-c4ccccc4)nn23)c1	1	0	15	12	0.9	3	-7	-2	-6
CCC/C(=N/Nc1ccc(Cl)cc1)c1cnnc(-c2ccccc2)n1	15	14	6	.	.	6	5	-14	-17
O=C(CN1CCN(C(c2ccccc2)c2ccccc2)CC1)N1CCOCC1	1	-7	7	0	1	6	2	5	-6
CCOC(=O)C1CCCN(C(=O)N2CCOCC2)C1 (stereo not drawn)	9	-3	-16	-21	1.2	8	-2	2	-8
Cc1cc(NC(=O)CCC2CCCC2)no1	2	-3	-4	5	1	-1	3	1	-12
CC(=O)c1cccc(NC(=O)CN(c2ccccc2F)S(C)(=O)=O)c1	6	5	-6	49	0.5	-4	6	-3	-1
COc1ccc(OC)c(Nc2cc(-c3ccccc3)nc(N)n2)c1	5	9	-6	79*	0.2	9	-3	-10	-9
CCOc1ccccc1OCC(=O)Nc1ccc(S(=O)(=O)N(C)C)cc1	8	2	-3	22	0.8	-4	-6	-2	-15
COc1ccc(N2CS(=O)(=O)/C(=C/N(C)C)C2=O)cc1	6	-2	-24	-4	1	.	7	6	-1
CCN(CC)c1ccc(N=Cc2ccc(N(CC)CC)cc2O)cc1	96*[fluorescence artefact?]	-3	-67	-42	1.4	2	-3	0	-7
CCCNS(=O)(=O)c1ccc(CCC(=O)Nc2ccc3c(c2)OCO3)cc1	8	0	16	82*	0.2	3	3	-2	-9
CCc1ccc2oc(-c3cccc(N)c3)nc2c1	6	8	-21	8	0.9	1	2	-5	-13
Cc1cccc(CSc2nc3sc(C)c(C)c3c(=O)n2Cc2ccco2)c1	-2	2	6	84*	0.2	3	7	1	-8
COn1c(C)c(C(C)=O)c2c3nonc3ccc21	15	11	-10	50*	0.5	1	3	-12	-6
Cc1sc2ncnc(OCC(=O)Nc3ccc4c(c3)OCCO4)c2c1C	3	-1	-20	43	0.6	.	3	0	25
COc1ccccc1-n1cnc2cc(NCc3cccs3)ccc21	-1	5	-11	-70	1.7	2	-4	-2	-8
CC1=CCC2C(=O)N(c3nc4ccccc4n3C)C(=O)C2C1 (stereo not drawn)	-3	-1	9	-2	1	6	-2	0	-11
c1ccc2c(c1)NC(c1ccncc1)n1c-2nc2ccccc21 (stereo not drawn)	4	3	-13	.	.	9	-3	-5	-13
Cc1ccc2c(c1)-c1c(cnn1CC(=O)N(CCC#N)c1ccccc1)CO2	11	3	-11	31	0.7	7	-2	-5	-3
N#CC1=C(S)N=C(N)C(c2nc(-c3ccccc3)cs2)C12CCCCC2 (stereo not drawn)	4	1	-18	67*	0.3	.	1	-4	0
CCOC(=O)C1=C(C)NC(=S)NC1c1ccc(-c2cccc(Cl)c2C)o1 (stereo not drawn)	-5	-3	10	50*	0.5	.	2	7	-10
CC1(C)C2CCC13CS(=O)(=O)N[C@@H]3C2 (stereo partly drawn)	5	-8	6	10	0.9	3	0	6	-1

Shown with values under each structure: part of the list above.
Under each structure: Rev-RRE block	PTPN22 inh 2	PLK1 PBD inh	CYP2C9 inhib	CYP2C9 act	Candida biofilm	EphB4 antag	LYP act	PLK1 kinase inh
CCN(CC)c1ccc(N=Cc2ccc(N(CC)CC)cc2O)cc1
→ 96*[fluorescence artefact?]	-3	-67	-42	1.4	2	-3	0	-7
CCCNS(=O)(=O)c1ccc(CCC(=O)Nc2ccc3c(c2)OCO3)cc1
→ 8	0	16	82*	0.2	3	3	-2	-9
CCc1ccc2oc(-c3cccc(N)c3)nc2c1
→ 6	8	-21	8	0.9	1	2	-5	-13
Cc1cccc(CSc2nc3sc(C)c(C)c3c(=O)n2Cc2ccco2)c1
→ -2	2	6	84*	0.2	3	7	1	-8
COn1c(C)c(C(C)=O)c2c3nonc3ccc21
→ 15	11	-10	50*	0.5	1	3	-12	-6
Cc1sc2ncnc(OCC(=O)Nc3ccc4c(c3)OCCO4)c2c1C
→ 3	-1	-20	43	0.6	.	3	0	25
COc1ccccc1-n1cnc2cc(NCc3cccs3)ccc21
→ -1	5	-11	-70	1.7	2	-4	-2	-8
CC1=CCC2C(=O)N(c3nc4ccccc4n3C)C(=O)C2C1 (stereo not drawn)
→ -3	-1	9	-2	1	6	-2	0	-11
c1ccc2c(c1)NC(c1ccncc1)n1c-2nc2ccccc21 (stereo not drawn)
→ 4	3	-13	.	.	9	-3	-5	-13
Cc1ccc2c(c1)-c1c(cnn1CC(=O)N(CCC#N)c1ccccc1)CO2
→ 11	3	-11	31	0.7	7	-2	-5	-3
N#CC1=C(S)N=C(N)C(c2nc(-c3ccccc3)cs2)C12CCCCC2 (stereo not drawn)
→ 4	1	-18	67*	0.3	.	1	-4	0
CCOC(=O)C1=C(C)NC(=S)NC1c1ccc(-c2cccc(Cl)c2C)o1 (stereo not drawn)
→ -5	-3	10	50*	0.5	.	2	7	-10
CC1(C)C2CCC13CS(=O)(=O)N[C@@H]3C2 (stereo partly drawn)
→ 5	-8	6	10	0.9	3	0	6	-1

Continuation:
SMILES	Rev-RRE block	PTPN22 inh 2	PLK1 PBD inh	CYP2C9 inhib	CYP2C9 act	Candida biofilm	EphB4 antag	LYP act	PLK1 kinase inh
O=c1c(Cl)c(N2CCN(S(=O)(=O)c3ccc(F)cc3)CC2)cnn1-c1cccc(Cl)c1	-1	6	-26	19	0.8	.	-4	-3	-8
Oc1c(Br)cc(C2N=C(c3ccccc3)NO2)cc1Br (stereo not drawn)	2	7	15	25	0.8	6	-3	-4	2
C=CCN1C(=O)C(Cc2ccc(Br)cc2)S/C1=N\N=C\c1ccco1 (stereo not drawn)	2	10	24	-4	1	.	-7	-7	-16
Cc1ccc(Cn2nnc3c(=O)n(Cc4cc(C)ccc4C)cnc32)cc1	12	10	2	.	.	5	-6	-11	-18
O=S(=O)(c1ccc(SCCO)nc1)N1CCCC1	11	-9	4	-20	1.2	-3	0	6	-4
CCCCCCOC(=O)C(C#N)c1nc2ccccc2nc1N1CCN(CC)CC1 (stereo not drawn)	10	2	-11	20	0.8	8	-4	-3	-5
CCCc1nc2c(C)cc(C)cc2c(N)c1CC	5	6	-18	-14	1.1	.	7	0	0
Cc1ccc(C(=O)Nc2nc(COc3ccccc3)cs2)s1	-2	-4	16	27	0.7	6	-14	0	-1
CCOC(=O)c1c(C)[nH]c(C(=O)COC(=O)c2ccncc2)c1C	10	8	-11	92*	0.1	11	-1	-11	-3
CCCCNC(=O)C1CC(c2cccc([N+](=O)[O-])c2)=NO1 (stereo not drawn)	6	8	3	-99	2*	.	-1	-5	-7
CS(=O)(=O)Nc1ccccc1C(=O)N1CCN(c2ccccc2)CC1	6	-2	-19	-1	1	-3	3	5	-6
O=C(CSc1nnc(Cc2ccccc2)o1)Nc1ccc2c(c1)OCO2	-2	-7	-2	94*	0.1	4	-5	3	1
CCn1nc(NC(=O)c2cccnc2)c2cc3ccccc3nc21	5	2	-27	62*	0.4	11	-2	1	-2
CC(C)NC(=O)c1onc(CSc2ccccc2F)c1C(=O)O	2	5	-1	38	0.6	.	1	-2	-13
Cn1c(CSCc2ccc(Cl)cc2)nnc1SCC(=O)Nc1nccs1	3	-3	-4	.	.	-4	3	4	13
CN(C)Cc1c(O)ccc2occ(C(O)c3ccccc3)c12 (stereo not drawn)	1	0	-16	-7	1.1	1	3	-3	-18
COc1ccc(CCNC(=S)Nc2ccccc2C)cc1	-2	-4	21	24	0.8	1	2	7	-18
N#Cc1ccccc1NCc1ccccc1	-1	-1	4	7	0.9	.	9	2	-7
CC1(C(=O)NCc2ccccc2)Oc2ccccc2NC1=O (stereo not drawn)	5	3	12	76*	0.2	4	2	-2	-13
O=C(CN(c1ccccc1)S(=O)(=O)c1ccc(Cl)cc1)Nc1ccccc1C(=O)N1CCCC1	15	3	-5	92*	0.1	-3	12	-2	-2
COc1cc(OC)c(-c2nn3c(C4CCCCC4)nnc3s2)cc1OC	-3	4	-26	85*	0.1	4	-4	-6	-5
Cc1ccc(C(=O)Oc2cc(-c3ccccc3)no2)cc1	9	-9	-32	10	0.9	-1	0	9	2
O=C(NCc1ccc2c(c1)OCO2)C1CC(c2ccccc2O)=NO1 (stereo not drawn)	8	-2	-12	-44	1.4	1	6	4	-3
CC1CCN(S(=O)(=O)c2ccc3c(c2)c(=O)c(C(=O)N2CCCCC2)cn3C)CC1	-6	-10	-4	1	1	1	-3	4	-6
Cc1ccc(SCc2[nH]nc3c2C2(CCSCC2)C(C#N)=C(N)O3)cc1	11	5	-2	32	0.7	11	-6	-9	22
SMILES	Rev-RRE block	PTPN22 inh 2	PLK1 PBD inh	CYP2C9 inhib	CYP2C9 act	Candida biofilm	EphB4 antag	LYP act	PLK1 kinase inh
CC1=CC2=C(OC1N(C)C)c1cccc3cccc(c13)C2=O (stereo not drawn)	48*	0	3	-5	1	1	3	4	0
O=C(Nc1nccs1)c1ccccc1N=Cc1ccccc1	-3	-17	-23	80*	0.2	.	-9	21	-22
Cc1cccc(NS(=O)(=O)c2cccs2)c1	0	-2	-9	20	0.8	5	1	3	-8
O=C(CSc1nc2ccccc2c(=O)n1Cc1ccco1)c1ccc(F)cc1	2	-5	26	52*	0.5	9	-9	8	-3
O=[n+]1c2c(n([O-])c3cc(F)c(N4CCCC4)cc31)CCCC2	79*[fluorescence artefact?]	-7	-6	14	0.9	-2	-2	3	-13
Nc1cc(N)nc(SCC(=O)N2CCc3ccccc32)n1	3	14	-25	-145	2.5*	.	0	-17	-1
Fc1ccccc1CSc1nnc(-c2ccccc2)o1	11	4	-11	77*	0.2	-1	-7	-6	-17
CCN(CC(=O)Nc1ccc2c(c1)OC(F)(F)O2)Cc1nc2ccccc2c(=O)[nH]1	18	-7	-9	92*	0.1	1	9	8	2
Cc1cc(C)n(-c2nc3ccccc3nc2Nc2ccc(CC(=O)O)cc2)n1	-1	-1	27	-2	1	-9	-3	1	-20
O=C1CC(c2ccccc2)CC(O)=C1C=NC1CCCC1 (stereo not drawn)	5	1	29	16	0.8	.	-1	2	1

Reprinted at random: two compounds from above
SMILES	Rev-RRE block	PTPN22 inh 2	PLK1 PBD inh	CYP2C9 inhib	CYP2C9 act	Candida biofilm	EphB4 antag	LYP act	PLK1 kinase inh
N#Cc1ccccc1NCc1ccccc1	-1	-1	4	7	0.9	.	9	2	-7
CN(C)Cc1c(O)ccc2occ(C(O)c3ccccc3)c12 (stereo not drawn)	1	0	-16	-7	1.1	1	3	-3	-18

Source: PubChem
